Assay outcomes (PubChem)
CHT inh – inhibits the human high affinity choline transporter; Q9GZV3; CHT-expressing cells, membrane potential dye, choline response; hits give low values; B-score at 10 µM; 310,000 compounds, 0.86% hits; AID 488975;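 active means B-score over 3 SD under the library average, and starting fluorescence ratio not unusually high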;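 further: choline stimulus applied at its EC90 after an EC20 pre-addition; B-score computed on integrated fluorescence ratio after choline addition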
Target sequence (Q9GZV3 whole entry, looked up): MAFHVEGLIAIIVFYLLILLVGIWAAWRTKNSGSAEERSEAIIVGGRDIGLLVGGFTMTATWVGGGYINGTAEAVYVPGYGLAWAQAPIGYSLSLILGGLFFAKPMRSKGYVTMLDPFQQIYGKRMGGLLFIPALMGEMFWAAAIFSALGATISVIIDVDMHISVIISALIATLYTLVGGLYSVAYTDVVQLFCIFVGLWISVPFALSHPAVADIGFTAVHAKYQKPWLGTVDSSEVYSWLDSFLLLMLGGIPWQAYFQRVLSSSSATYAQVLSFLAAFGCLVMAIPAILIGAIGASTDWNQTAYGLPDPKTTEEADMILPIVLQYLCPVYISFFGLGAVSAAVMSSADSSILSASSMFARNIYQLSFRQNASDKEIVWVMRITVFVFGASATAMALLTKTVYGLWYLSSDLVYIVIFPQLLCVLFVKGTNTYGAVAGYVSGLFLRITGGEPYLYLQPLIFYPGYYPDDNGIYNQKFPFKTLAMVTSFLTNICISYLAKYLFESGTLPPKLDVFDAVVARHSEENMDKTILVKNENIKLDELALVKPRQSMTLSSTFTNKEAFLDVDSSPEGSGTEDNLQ
CHT PAM – allosterically activates the human high affinity choline transporter. Q9GZV3. CHT-expressing cells, membrane potential dye, choline EC20; hits give high values; LV-AA mutant CHT in HEK293 cells. B-score at 10 µM. 310,000 compounds, 0.49% hits;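 active means initial fluorescence not abnormally high and integrated response B-score, plate-corrected, over 3 SD above library mean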
The depositor's hits bear a star; i = inactive. Not a hit list (roughly 1.4% active in at least one column).

SMILES	CHT inh	CHT PAM
CC(C)CNC(=S)NC1CC2CCCC(C1)N2Cc1cccs1 (stereo not given)	i	i
CC(C)(C)CC(C)(C)NCC(O)COCCOc1ccc(Br)cc1 (stereo not given)	i	i
Cc1ccc(-n2c(C)cc(/C=N/NC(=O)c3ccncc3)c2C)c(C)c1	i	i
CCOC(=O)Nc1c(Cl)n(C)c(=O)n(C)c1=O	i	i
O=c1cc(O)c(-c2cccc(Cl)c2)c(Cl)[nH]1	i	i
Cc1cc(/C=C(\C#N)C(=O)O)c(C)n1C1CC1	i	i
COc1ccc(OC)c2c1sc(=NC(=O)C(C)C)n2C	i	i
Cc1c(Cl)c(-c2n[nH]c(=S)n2-c2ccccc2)nn1C	i	i
CCOc1cccc(C(=O)N2CCCCC2c2cccnc2)c1 (stereo not given)	i	i
COc1cccc(-n2nc(-c3ccnn3-c3cccc(Cl)c3)c(=O)n(C)c2=O)c1	i	i
CCOC(=O)C1(CC2CCCCO2)CCN(C(=O)Nc2ccccc2)CC1 (stereo not given)	i	i
CN(C)S(=O)(=O)c1cccc(NC(=S)Nc2cc(Cl)cc(Cl)c2)c1	i	i
CSc1ccc(/C=N/n2c(C)nnc2C)cc1	i	i
CC(=O)N1CCCc2cc(S(=O)(=O)Nc3ccc4c(c3)OCO4)ccc21	i	i
COc1ccc(NC(=O)c2cc3nc(-c4ccccc4)cc(-c4ccccc4)n3n2)c(OC)c1	i	i
CC(=O)Cc1nsc(NC(=O)c2ccc(-c3cccc(C(F)(F)F)c3)o2)n1	i	i
O=C(/C=C/c1ccc([N+](=O)[O-])cc1)NCc1cccs1	i	i
O=C(c1ccccc1)N1CCn2c(nc3ccccc32)C1	i	i
N#CC1=C(SCc2ccccc2)NC2=C(C(=O)CCC2)C1c1ccc2c(c1)OCO2 (stereo not given)	i	i
Cc1ccc(CNC(=O)C2CN(S(C)(=O)=O)c3cc(Cl)ccc3O2)cc1 (stereo not given)	i	i
CC(=O)N1CCN(c2ccccc2NC(=O)COc2ccc(Cl)cc2Cl)CC1	i	i
O=C(O/N=C1\CCCc2ccccc21)c1ccc(F)cc1	i	i
COc1ccccc1C(C#N)N1N=C(C)CC1(C)C (stereo not given)	i	i
COC(=O)c1cc(C(=O)OCC(=O)NNC(=O)c2cccs2)cc([N+](=O)[O-])c1	i	i
CCOc1cc(C2NC(=O)NC(c3ccccc3)=C2C(C)=O)ccc1OC(C)=O (stereo not given)	i	i

Next records
SMILES	CHT inh	CHT PAM
Cc1ccc(NC(=O)c2cc(NC(=O)C3CC=CCC3C(=O)O)ccc2N2CCOCC2)cc1 (stereo not given)	i	i
CN(C)C(=O)CNC(=O)C1CCCCC1	i	i
COc1cccc(C(=O)Nc2nc(-c3ccc4c(c3)OCO4)cs2)c1	i	i
COCCN(CCOC)S(=O)(=O)c1ccc(NC(=O)c2cnccn2)cc1	i	i
O=C(NCc1ccco1)/C(=C\C=C\c1ccccc1)NC(=O)c1ccccc1Br	i	i
O=[N+]([O-])c1ccc(/C=C/c2ccc3cccc(O)c3n2)cc1	i	i
CSc1ncccc1C(=O)NC1CCCc2c1cnn2-c1ccc(C)c(C)c1 (stereo not given)	i	i
CCOc1ccccc1NC(=O)CSc1n[nH]c(=O)n1-c1ccccc1	i	i
COc1ccc2c(C)c(C)c(=O)oc2c1OC	i	i
O=C(CCNC(=O)c1ccccc1Cl)Nc1cc(C(F)(F)F)ccc1N1CCCC1	i	i
Cc1cc(NCCCn2ccnc2)n2nc(C)c(-c3ccc(Cl)cc3)c2n1	-5.1*	i
COc1ccc(CC(=O)N/N=C/C=C/c2ccc3c(c2)OCO3)cc1OC	i	i
CCO[C@H]1OC(C(=O)N2CCN(Cc3ccc4c(c3)OCO4)CC2)=C[C@@H](C)[C@@H]1CCCO	i	i
Cc1cc(CNC(=O)CC2C(=O)NCCN2CC(C)(C)C)nn1C (stereo not given)	i	i
Cc1noc(/C=C/c2ccco2)c1S(=O)(=O)N1CCC(C(=O)N(C)Cc2ccccc2)CC1	i	i
COc1ccc(CCNC(=O)C(=O)NCC2CCCN2S(=O)(=O)c2cccs2)cc1OC (stereo not given)	i	i
COc1ccc(-c2c(C)n([O-])c3c([n+]2=O)CCCC3)cc1OC	i	i
Clc1ccccc1N1CCN(Cc2c[nH]c3ccccc23)CC1	i	i
CC1(C)N=C(c2cccc(F)c2)C(=O)N1	i	i
CCN1CCc2c(sc(NC(=O)c3ccc(C(=O)c4ccccc4)cc3)c2C(N)=O)C1	i	i
CCCCCNC(=O)CC1Nc2c3ccccc3nc(=S)n2C1=O (stereo not given)	i	i
O=C(NCC(c1ccco1)N1CCc2ccccc21)C(=O)Nc1ccc(F)cc1F (stereo not given)	i	i
CN(C)CC(CCCCC(CN(C)C)C(=O)c1ccccc1)C(=O)c1ccccc1 (stereo not given)	i	8.4*
CCc1ccc(NC(=O)CCn2ccnc2C)cc1	i	i
Cc1occc1C(=O)n1cnc2ccccc21	i	i

The list continues.
SMILES	CHT inh	CHT PAM
CN1CCN(c2cc(C(F)(F)F)nc(-c3ccccn3)n2)CC1	i	i
Cn1c(=O)c2c(ncn2CC(=O)N/N=C/c2c[nH]c3ccccc23)n(C)c1=O	i	i
CCn1c(N2CCN(C(=O)Nc3ccc(F)cc3)CC2)nc2ccccc21	i	i
CCCOc1ccc(Cn2cnc3ccccc32)cc1	i	i
CC(=O)c1ccc(C(=O)NC2CCCN(Cc3ccccc3F)C2)s1 (stereo not given)	i	i
O=C(NNC(=S)Nc1ccccc1)NNC(=S)Nc1ccccc1	i	i
COc1ccc(C(=O)NCC(=O)Nc2ccccc2)cc1OC	i	i
CC(=O)N1c2c(cc(Br)cc2S(=O)(=O)N2CCN(C(=O)c3ccco3)CC2)CC1C (stereo not given)	i	i
COc1ccccc1N1CCN(C(=O)c2cc3n(n2)C(C(F)(F)F)CC(c2ccco2)N3)CC1 (stereo not given)	i	i
S=C(NCCc1cccc(Cl)c1)NCc1ccccc1	i	i
CC(=O)Nc1ccc(NC(=O)C(C)OC(=O)c2ccc3[nH]c(C)c(C)c3c2)cc1 (stereo not given)	i	i
O=C(N(c1ccccc1)c1ccccc1)N(c1ccccc1)c1ccccc1	i	i
O=C(NCCc1cccc(C(F)(F)F)c1)C1CCC(=O)N(CCc2cccc(F)c2)C1 (stereo not given)	i	i
COc1ccc(CSCC(=O)N/N=C/c2ccc(OCC(=O)N3CCCCC3)cc2)cc1	i	i
O=C(CCCOc1ccccc1)N1CCN(c2ccc(F)cc2)CC1	i	i
COc1ccc(-n2c(Cc3cc(=O)[nH]c(=O)[nH]3)nnc2SCc2ccccc2)cc1	i	i
COc1cccc(N2CC(C(=O)Nc3nnc(SCC(=O)Nc4cc(C)on4)s3)CC2=O)c1 (stereo not given)	i	i
O=C(Nc1nnc(SCc2ccc(Cl)cc2Cl)s1)C1COc2ccccc2O1 (stereo not given)	i	i
O=C(CNC(=O)c1ccccc1Br)N/N=C/c1cccnc1	i	i
CC1CC(NC(=O)N(C)C)N(C)C(=O)N1 (stereo not given)	i	i
CC(c1nnc(SCC(=O)Nc2cc([N+](=O)[O-])ccc2F)n1Cc1ccccc1)N(C)C (stereo not given)	i	i
COc1ccc(C(C)C)cc1S(=O)(=O)Nc1ncn[nH]1	i	i
O=[N+]([O-])c1ccc(-c2cn(-c3ccccc3F)c(=S)[nH]2)cc1	i	i
O=C(NC(=S)NC(=O)c1ccccc1F)c1ccccc1F	i	i
O=[N+]([O-])c1ccccc1Oc1ccc(Cl)c2cccnc12	i	i

By substructure, the compounds so far with an aryl thioether with sulfur outside any ring
SMILES	CHT inh	CHT PAM
CSc1ccc(/C=N/n2c(C)nnc2C)cc1	i	i
CSc1ncccc1C(=O)NC1CCCc2c1cnn2-c1ccc(C)c(C)c1 (stereo not given)	i	i
CCOc1ccccc1NC(=O)CSc1n[nH]c(=O)n1-c1ccccc1	i	i
COc1ccc(-n2c(Cc3cc(=O)[nH]c(=O)[nH]3)nnc2SCc2ccccc2)cc1	i	i
COc1cccc(N2CC(C(=O)Nc3nnc(SCC(=O)Nc4cc(C)on4)s3)CC2=O)c1 (stereo not given)	i	i
O=C(Nc1nnc(SCc2ccc(Cl)cc2Cl)s1)C1COc2ccccc2O1 (stereo not given)	i	i
CC(c1nnc(SCC(=O)Nc2cc([N+](=O)[O-])ccc2F)n1Cc1ccccc1)N(C)C (stereo not given)	i	i

Continued.
SMILES	CHT inh	CHT PAM
O=C(CSc1nnc(-c2ccncc2)n1CC1CCCO1)Nc1ccccc1Cl (stereo not given)	i	i
CN(Cc1cccnc1)C(=O)c1ccc2nc(Cc3ccccc3F)oc2c1	i	i
C=CCOc1cccc(C(=O)N2CCCC(CCC(=O)NCc3ccccc3F)C2)c1 (stereo not given)	i	i
Cc1cc(C)cc(OCC(=O)NCc2cc(C)nc3ccccc23)c1	i	i
COc1ccc(CNC(=O)C2(c3ccc(Cl)cc3)CC2)cc1	i	i
CN(C)NC1CC(=O)N(c2ccccc2)C1=O (stereo not given)	i	i
O=C(NCc1cccs1)C(=O)c1cn(CC(=O)N2CCCC2)c2ccccc12	i	i
O=C1C2CCCN2C(=O)N1CCN1CCN(CCO)CC1 (stereo not given)	i	i
O=C(NC(Cc1c[nH]c2ccccc12)C(=O)O)c1ccc(F)cc1 (stereo not given)	i	i
Cc1ccc(CCNC(=O)CS(=O)Cc2nc(-c3ccccc3Cl)oc2C)cc1 (stereo not given)	i	i
COc1cccc(OCC(=O)Nc2ccccc2-c2ccccc2)c1	i	i
C/C(=N\NC(=O)CCCNc1ccc(C)cc1)c1ccccn1	i	i
N#Cc1ccc(C(c2nnnn2Cc2ccccc2)N2CCCC2)cc1 (stereo not given)	i	i
Cc1cccc(NC(=O)c2ccc(S(=O)(=O)N3CC(C)OC(C)C3)cc2)n1 (stereo not given)	i	i
Cc1cc(S(=O)(=O)n2ccnc2)c(Cl)cc1Cl	i	i
Cc1ccc(C(=O)COC(=O)c2cccs2)cc1	i	i
COc1ccccc1CNc1ncnc2c1cnn2-c1ccccc1	i	i
O=C(O)c1c2c(nc3ccccc13)/C(=C/c1ccc(O)cc1)CC2	i	i
Nc1c(C(=O)Nc2ccc(S(=O)(=O)N3CCCC3)cc2)sc2nc3ccc(OC(F)(F)F)cc3cc12	i	i
C=CCc1ccc(OC(=O)c2ccccc2)c(OC)c1	i	i
CCN1CCN(C(=O)c2c(-c3c(F)cccc3Cl)noc2C)CC1	i	i
O=C(CN(c1ccccc1)S(=O)(=O)c1ccc(F)cc1)NC1CCCCCC1	i	i
CC1CCCCC1NC(=O)COc1ccc(-n2cnnn2)cc1 (stereo not given)	i	i
Cc1cccc(C)c1N1CCN(c2n[nH]c(N)n2)CC1	i	i
O=[N+]([O-])c1cc(S(=O)(=O)C(F)(F)F)ccc1Sc1nc2ccccc2s1	i	i

Reformatted as a markdown table: part of the list above
| SMILES | CHT inh | CHT PAM |
| --- | --- | --- |
| CN(Cc1cccnc1)C(=O)c1ccc2nc(Cc3ccccc3F)oc2c1 | i | i |
| C=CCOc1cccc(C(=O)N2CCCC(CCC(=O)NCc3ccccc3F)C2)c1 (stereo not given) | i | i |
| Cc1cc(C)cc(OCC(=O)NCc2cc(C)nc3ccccc23)c1 | i | i |
| COc1ccc(CNC(=O)C2(c3ccc(Cl)cc3)CC2)cc1 | i | i |
| CN(C)NC1CC(=O)N(c2ccccc2)C1=O (stereo not given) | i | i |

More records.
SMILES	CHT inh	CHT PAM
O=S(=O)(NCCc1csc(-c2cccnc2)n1)c1ccc2c(c1)OCCO2	i	i
CC(=O)Nc1ccc(NC(=O)COc2ccc([N+](=O)[O-])cc2)cc1	i	i
O=C(NCCc1ccccc1)C(=Cc1ccc(C(=O)O)cc1)C(=O)NCCc1ccccc1	i	i
COC(=O)N/N=C(C)\C=C\c1ccco1	i	i
Cc1ccc(S(=O)(=O)Nc2ccc3nc(C)sc3c2)cc1	i	i
COc1ccc(S(=O)(=O)N2CCN(C(c3ccccc3)c3ccccc3)CC2)cc1NC(C)=O	i	i
CCc1cc(SC#N)cc(CC)c1NC(=O)CCl	i	i
CN(CCCNC(=O)C1CCN(S(=O)(=O)c2cccc3nsnc23)CC1)Cc1ccccc1	i	i
CCC(C)(C(=O)NC1CCCC1)N(Cc1ccco1)C(=O)c1ccc2c(c1)OCO2 (stereo not given)	i	i
CCOC(=O)CCNC(=O)Nc1ccc2nc(C)n(Cc3ccccc3Cl)c(=O)c2c1	i	i
COc1ccc(/C=N/Nc2ncc(Br)cn2)c(OC)c1	i	i
Cn1c(=O)c2c(nc(CN3CCc4ccccc4C3)n2CC(=O)c2ccccc2)n(C)c1=O	i	i
CCOc1ccc(/C=N/N2C(=O)C(CC(=O)Nc3ccc(F)cc3F)SC2=NC)cc1OC (stereo not given)	i	i
Cc1ccc(Nc2ccc(C(=O)N3CCCC3)cn2)c(C)c1	i	i
Cc1ccccc1C(=O)N1CCC(C(=O)Nc2ccc(S(=O)(=O)N3CCCC3)cc2)CC1	i	i
COc1ccc(N/C=C(\C=C\C#N)S(=O)(=O)c2ccccc2)cc1	i	i
Cc1ccc(Nc2ccc([N+](=O)[O-])cn2)cc1Cl	i	i
C=CCn1nnnc1-c1cccc(Cl)c1	i	i
CCOC(=O)c1c(NC(=O)CSc2nnnn2-c2ccc3c(c2)OCO3)sc(C)c1C	i	i
COCc1nnc(NC(=O)c2ccc(S(=O)(=O)N(C)C3CCCCC3)cc2)o1	i	i
CC(C)c1nc2cc(C(=O)N3CCN(c4cnccn4)CC3)ccc2o1	i	i
Cc1ccc(S(=O)(=O)NC(C)C(=O)N2CCOCCOCCOCC2)cc1 (stereo not given)	i	i
Cc1cc(NS(=O)(=O)c2ccccc2)cc(Cl)c1O	i	i
COc1cc(CNCc2ccc(C(=O)O)cc2)ccc1OCc1ccc(F)cc1	i	i
